# phage Ecoli inh – E. coli growth loss with phage present. growth absorbance. inhibition, % at 11.9 µM. hit rate 0.26% among 360,000; in the data active = inhibition above about 11%
# Ecoli viability – counter-screen for AddAB inhibitors: E. coli growth inhibition | hit rate 0.27% among 330,000 | E. coli V3065 growth, OD600 absorbance, 18 h | inhibition, % at 11.9 µM;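 active = inhibition above the campaign's mean inhibition across all tested compounds plus 3 SD, cut at about 9.9% in these data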;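 also: uninfected addAB+ strain grown without phage in ampicillin broth; 0% = DMSO wells and 100% = ciprofloxacin 0.95 µg/ml wells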
# AddAB inh – less growth of phage-infected E. coli with AddAB | E. coli expressing H. pylori AddAB, absorbance growth | AID 435030 | inhibition, % at 11.9 µM | hit rate 0.29% among 330,000; in the data active = inhibition above about 12%;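 also: 0% = vehicle wells of infected cells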
# SUMO Mot1 rescue – blocks SUMOylation pathway, rescuing yeast Mot1-301 growth. S. cerevisiae Mot1-301 growth rescue, ATP luminescence, 38.5C; percent above DMSO median, 100 means doubled. growth rescue, % at 18.8 µM. hit rate 1% among 320,000. AID 2716;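 active = every valid replicate shows activation above 250% relative to neutral control wells; inactive = the rest, any valid replicate at or below 250%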;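 also: OY570 slx delta 5 strain wells were the positive control but not used for scaling; some compounds called inactive have numbers as strong as hits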
# Numbers without * were called inactive; x = not tested or not shown.
SMILES,phage Ecoli inh,Ecoli viability,AddAB inh,SUMO Mot1 rescue
CC1(C)OC2CC(=O)OCC23C1CC(=O)C1(C)C3CCC2(C)C(c3ccoc3)OC(=O)C3OC321 (configuration not stated),3.4,x,x,x
CCc1cc(=O)oc2c(CNC(Cc3ccccc3)C(=O)O)c(O)ccc12 (configuration not stated),2.0,-0.7,1.9,-13

# These rows are one share of the data (hit frequency here may not be typical).
